Pol eta inh – blocks human DNA polymerase eta activity. Q9Y253. recombinant Pol eta, fluorescent DNA replication assay. Potency, µM (highest dose often 114 µM), for the others: at the highest dose activity change, negative = inhibition, actives largely listed as inhibitors. hit rate 1.2% among 390,000; also: potency is read from the fitted curve at half-maximal effect; % is scaled to controls: 0 for no effect and ±100 for the full control effect
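Fluorescent replication assay: 50 nM final substrate added after a 15 min room-temperature compound preincubation with 10 nM enzyme. Signal taken at 0 min and again at 10 min.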
GLS inhibitor – inhibitors of human glutaminase (GLS). AID 624170. Potency, µM (doses to about 45.5 µM), for the others: at the highest dose activity change, negative = inhibition, usual class: inhibitors. hit rate 0.21% among 410,000. GLS enzymatic activity, qHTS titration; also: potency is read from the fitted curve at half-maximal effect; % is scaled to controls: 0 for no effect and ±100 for the full control effect
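Compounds were pin-transferred onto hKGA, after which L-glutamine (1 mM solution) and a detection mix of glutamate oxidase, HRP and Amplex Red were added. Initial and 30 min RT fluorescence reads were collected.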
PI4K2A block – inhibitors of human PI4K2A; Q9BTU6; purified PI4K2A, ADP-Glo luminescence, 1 h; hits give low values; activity change, negative = inhibition, % at 76.9 µM; hit rate 0.13% among 420,000; in the data active = activity change below about -50%; inconclusive = mostly about -30% to -49%;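 also: -100% = wells without enzyme as full effect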
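Compounds are screened against recombinant PI4K2A using PI as substrate and ATP, the latter dispensed at 300 microM. Reactions run one hour at ambient temperature before ADP-Glo detection; full inhibition defined by wells lacking enzyme.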
Pin1 inhibitor – blocks the human prolyl isomerase Pin1; Q13526; Pin1 FP peptide displacement, HiFluor488, 10 min; hit rate 0.009% among 390,000; Potency, µM (doses to about 115 µM), for inactives: top-dose activity, negative = inhibition, usual class: inhibitors; AID 504891; active = well fitted inhibition curve with a large enough effect in the polarisation, with a control signal flat, not every such curve was filed as active; inconclusive = small, poorly fitted or top-dose-only effect, or effect the other way, or a change in a side signal; inactive = no such curve, though single readings can be large or run the other way; the % refers to the polarisation; also: potency is read from the fitted curve at half-maximal effect; % is scaled to controls: 0 for no effect and ±100 for the full control effect
PGK inhibitor – blocks T. brucei phosphoglycerate kinase; P07378; PGK/GAPDH coupled, Kinase-Glo luminescence, 60 min; Potency, µM (doses to about 57.5 µM), for the others: at the top dose activity change, negative = inhibition, most hits filed as inhibitors; hit rate 0.043% among 380,000; AID 602233; also: potency is read from the fitted curve at half-maximal effect; % is scaled to controls: 0 for no effect and ±100 for the full control effect; nearly all actives have a fitted effect of over 60% in size
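Luminescent ATP detection (Kinase-Glo Plus) follows a 60-minute room-temperature incubation, with wells lacking PGK as controls. Buffer: 100 mM TEA (pH 7.6), 5 mM MgCl2, 0.01% Tween-20. Coupling enzyme GAPDH (100 nM final) supplies unstable 1,3-BPG in-well.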
JMJD2A Tudor – inhibitors of human JMJD2A Tudor domain | O75164 | AlphaScreen JMJD2A-Tudor / H3K4me3 peptide binding | Potency, µM (doses to about 114 µM), for inactives: at the highest dose activity change, negative = inhibition, usual class: inhibitors | hit rate 4.4% among 390,000 | AID 504339; also: potency is read from the fitted curve at half-maximal effect; % is scaled to controls: 0 for no effect and ±100 for the full control effect; nearly all actives have a fitted effect of over 50% in size
HP1b binding inh – blocks HP1-beta chromodomain binding to methylated histone tails; Potency, µM (doses to about 114 µM), for inactives: at the top dose activity change, negative = inhibition, usual class: inhibitors; AID 540317; AlphaScreen HP1-beta / biotin-H3K9me3 peptide binding; P83916; hit rate 0.56% among 390,000; also: potency is read from the fitted curve at half-maximal effect; nearly all actives have a fitted effect of over 70% in size; inactives centre near 23
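Compound inhibition of the preformed complex between 50 nM HP1-beta and 50 nM biotinylated H3K9me3 peptide was read by AlphaScreen. Buffer was PBS pH 7.4 with 0.01% Tween-20. Incubations ran 30 min at room temperature, with 10 ug/mL donor/acceptor beads.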
BAZ2B inh – BAZ2B (human) inhibition; AlphaScreen BAZ2B-H3K14Ac peptide displacement; Potency, µM (doses to about 114 µM), inactives show at the top dose activity change, negative = inhibition, usual class: inhibitors; hit rate 4.4% among 360,000; also: potency is read from the fitted curve at half-maximal effect; % is scaled to controls: 0 for no effect and ±100 for the full control effect; nearly all actives have a fitted effect of over 60% in size
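AlphaScreen displacement: compounds (up to 110uM) incubated 30 min at room temperature with a preformed 50 nM BAZ2B/50 nM biotinylated H3K14Ac peptide complex in PBS pH 7.4 with Tween-20. Donor and acceptor beads at 10 ug/mL final added, 20 min light-protected before reading.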
G9a block – G9a (human) methyltransferase inhibition; Q96KQ7; G9a H3K9 monomethylation, AlphaScreen, 2 h; Potency, µM (series often up to 102 µM), for the others: at the highest dose activity, negative = inhibition, usual class: inhibitors; hit rate 8.8% among 350,000; AID 504332; also: potency is read from the fitted curve at half-maximal effect; % is scaled to controls: 0 for no effect and ±100 for the full control effect; nearly all actives have a fitted effect of over 75% in size
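Compounds were preincubated with 20 nM G9a for 15 min, after which biotinylated H3K9 peptide (500 nM) and SAM (20 uM) started a 2 h room-temperature reaction. Monomethylated product was quantified by antibody-based AlphaScreen chemiluminescence.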
Starred values were filed as active, the others as inactive; i = inactive; u = inconclusive; x = no result given; [ ] = remark or other dose. Unless noted, calls follow the shape of the dose curve; as a rule, active = well fitted curve in the direction sought with a large enough effect; inconclusive = small, poorly fitted or top-dose-only effect, or another doubt; inactive = no such curve, though single readings can be large; an effect the other way counts as inactive or inconclusive. A portion of the library; rates above refer to the full screens.

Start of the data: the first 4 compounds (preview)
[1] COc1cc(OC)cc(C(=O)Oc2c(CN3CCOCC3)cc(Cl)c3cccnc23)c1
[2] COc1cc(OC)cc(-c2nc(-c3cccc(C)c3)no2)c1
[3] Cc1ncsc1C(=O)NCc1ccc(N2CCCC2=O)cc1
[4] CCCc1nc(-c2cc3ccccc3[nH]c2=O)no1

compound no.	1	2	3	4
Pol eta inh	-4%	-10%	0%	-19%
GLS inhibitor	-7%	0%	2%	-7%
PI4K2A block	-12	1	12	5
Pin1 inhibitor	1%	-3%	-13%	0%
PGK inhibitor	-2%	i	-5%	-7%
JMJD2A Tudor	-30%	69%[activator]	-10%	-6%
HP1b binding inh	26%	95%[activator]	14%	31%
BAZ2B inh	22µM*	75%[activator]	41%[activator]	-1%
G9a block	-30%	79%[activator][59 µM]	5%[59 µM]	x

The list itself, previewed entries included:
[1] COc1cc(OC)cc(C(=O)Oc2c(CN3CCOCC3)cc(Cl)c3cccnc23)c1
[2] COc1cc(OC)cc(-c2nc(-c3cccc(C)c3)no2)c1
[3] Cc1ncsc1C(=O)NCc1ccc(N2CCCC2=O)cc1
[4] CCCc1nc(-c2cc3ccccc3[nH]c2=O)no1
[5] CC(C)(NC(=O)N1CCCC1)c1cccc(C(C)(C)NC(=O)N2CCCC2)c1
[6] COC(=O)COc1ccc(NC(=O)C2CCCO2)cc1 (stereo not given)
[7] COc1cccc(C(=O)N2CCc3c([nH]c4ccccc34)C2c2ccc(SC)cc2)c1 (stereo not given)
[8] COc1ccc(Cl)cc1NC(=O)c1nc2nc(C)cc(C(F)F)n2n1
[9] COc1cc(NC(=O)c2cccs2)c(OC)cc1NC(=O)CCC(=O)Nc1ccc(C)cc1
[10] O=C(Nc1ccccc1)c1cccc(N2C(=O)C3C4CC(C(Br)C4Br)C3C2=O)c1 (stereo not given)

compound no.	1	2	3	4	5	6	7	8	9	10
Pol eta inh	-4%	-10%	0%	-19%	-2%	-2%	-19%	-19%	4%	-14%
GLS inhibitor	-7%	0%	2%	-7%	7%	0%	-2%	2%	4%	6%
PI4K2A block	-12	1	12	5	-5	-16	0	1	2	3
Pin1 inhibitor	1%	-3%	-13%	0%	-2%	-4%	-6%	4%	-3%	-3%
PGK inhibitor	-2%	i	-5%	-7%	-3%	x	-2%	-8%	1%	10%
JMJD2A Tudor	-30%	69%[activator]	-10%	-6%	9%	-4%	u	-11%	-25%	-17%
HP1b binding inh	26%	95%[activator]	14%	31%	13%	12%	12%[57 µM]	30%	6%	3%
BAZ2B inh	22µM*	75%[activator]	41%[activator]	-1%	2%	0%	-1%	-5%	-6%	-7%
G9a block	-30%	79%[activator][59 µM]	5%[59 µM]	x	8%[59 µM]	u	u	16%	12%	x

[11] CCOC(=O)N1CCc2c(sc(NCc3ccc(N(C)C)cc3)c2C(=O)Nc2ccccc2OCC)C1
[12] COc1ccc(S(=O)(=O)Nc2nnc(C)s2)cc1
[13] Cc1cc(C)n(CCCNC(=O)Cn2nnnc2CN2C[C@@H](C)O[C@@H](C)C2)n1
[14] O=C1CSC(c2cn(-c3ccccc3)nc2-c2cc3ccccc3oc2=O)N1Cc1cccnc1 (stereo not given)
[15] COc1ccc(N=C2NC(=O)/C(=C\C=C\c3ccco3)S2)cc1
[16] CC(C)CCNC(=O)Nc1ccc2c(c1)N(Cc1ccccc1)C(=O)c1ccccc1S2
[17] Cc1cc(NS(=O)(=O)c2ccc(NC(=O)NC3CCCCC3)cc2)no1
[18] O=C(COC(=O)/C=C/c1ccccc1)NNC(=O)c1ccccc1F
[19] CCn1nnc(NC(=O)c2c(OC)cccc2OC)n1
[20] COC(C[C@H]1O[C@H]1[C@@H](O)[C@@H](C)OCc1ccccc1)OC

compound no.	11	12	13	14	15	16	17	18	19	20
Pol eta inh	1%	-22%	4%	0%	40µM*	x	-7%	-19%	2%	0%
GLS inhibitor	18%	0%	-2%	-7%	6%	1%	7%	-10%	2%	5%
PI4K2A block	-2	0	-1	0	u	-2	-6	1	2	2
Pin1 inhibitor	36%[activator]	-10%	-8%	-1%	u	19%	2%	-7%	-3%	-1%
PGK inhibitor	-2%	1%	-7%	i	i	x	8%	6%	-8%	i
JMJD2A Tudor	13µM*	-22%	-11%	-17%	20µM*	-17%	6%	-8%	-14%	-19%
HP1b binding inh	u	-5%	37%[activator]	19%	22µM*	13%	20%	38%	16%	17%
BAZ2B inh	8.9µM*	-1%	-5%[57.1 µM]	-19%	28µM*	-9%	12%	12%	11%	-1%
G9a block	3.2µM*	u	-7%	-28%	7.1µM*	7%[59 µM]	9%[59 µM]	4%	20%	24%[59 µM]

[21] Cc1ccccc1OC(=O)CSc1nnc(-c2ccc(F)cc2)o1
[22] CC(C)(C)OC(=O)N(Cc1ccccc1)Cc1cccc(OCc2cccc(NC(=O)c3ccccc3)c2)c1
[23] Cc1nc(NS(=O)(=O)c2ccccc2)sc1C(=O)NN
[24] Fc1cccc(Nc2ncnc3sc4c(c23)CCC4)c1
[25] O=C(Nc1ccccc1F)c1ccccc1-c1ccc(C(F)(F)F)cc1
[26] O=C(Nc1cccc(Cl)c1)C1CCCN(c2nn3cc(-c4ccc(F)cc4)nc3s2)C1 (stereo not given)
[27] COc1cc(OC)cc(C(=O)N[C@H](C(=O)Nc2cc(F)ccc2C)C(C)C)c1
[28] CCCCCc1ccc(-c2ccc(/C=C/C(N)=O)cc2)nc1
[29] CCN1CCN(C(=O)c2ccc(N3CC4CC(C3)c3cccc(=O)n3C4)c(NC(=O)c3cc(OC)cc(OC)c3)c2)CC1 (stereo not given)
[30] Cc1nc2ccccn2c1CN(C)C(=O)C1CCC(=O)N(CCc2cccc(F)c2)C1 (stereo not given)

compound no.	21	22	23	24	25	26	27	28	29	30
Pol eta inh	-16%	-19%	-10%	-4%	-19%	0%	-9%	-15%	-4%	-25%
GLS inhibitor	2%	-14%	0%	-1%	-4%	-6%	-15%	1%	10%	5%
PI4K2A block	0	2	-1	-6	5	-2	1	3	-2	3
Pin1 inhibitor	0%	0%	-4%	-8%	-1%	u	0%	0%	-4%	2%
PGK inhibitor	-1%	-10%	-1%	4%	-7%	i	0%	-1%	-10%	10%
JMJD2A Tudor	1%	-8%	-13%	-6%	4%	-19%	0%	-16%	-25%	-8%
HP1b binding inh	66%[activator]	55%[activator]	35%	38%	40%	1%	-14%	13%	21%	39%
BAZ2B inh	-2%	x	u	6%	8%	5%	4%	5%	-2%	-5%
G9a block	-36%[59 µM]	x	0%[12.7 µM]	20µM*	9%[59 µM]	u	3%	0%[59 µM]	5%[59 µM]	-7%

[31] CC(=O)CC(=O)Nc1ccc(Cl)cn1
[32] CCn1cc(CNC(=O)/C=C/c2cnn(C)c2)c(C)n1
[33] O=Cc1cn(-c2ccccc2)nc1-c1cccc([N+](=O)[O-])c1
[34] COc1ccc(SCc2cc(=O)c3cc(Cl)ccc3[nH]2)cc1
[35] COc1cccc(CNCc2ccccc2Br)c1OC
[36] Cc1ccccc1C(=O)NNC(=S)Nc1cccc(C(F)(F)F)c1
[37] Nc1nc(COC(=O)C2CC(=O)N(CCc3ccccc3)C2)nc(Nc2ccccc2)n1 (stereo not given)
[38] NC(=O)c1ccc(N2CCN(c3ccc(O)cc3)CC2)c([N+](=O)[O-])c1
[39] COC(=O)c1c(-c2ccc(Cl)cc2)noc1N1CCN(c2cccc(C(F)(F)F)c2)CC1
[40] COc1cc(CN2CCC(C(=O)NC3CCCC3)CC2)cc(Br)c1O

compound no.	31	32	33	34	35	36	37	38	39	40
Pol eta inh	-3%	-17%	-17%	-6%	-16%	-4%	-15%	0%	-17%	2%
GLS inhibitor	5%	1%	3%	1%	6%	18µM*	-1%	13µM*	-2%	16%
PI4K2A block	-6	-3	-3	0	3	-17	-7	-7	-2	9
Pin1 inhibitor	0%	1%	x	12%	-3%	-1%	-1%	u	8%	-4%
PGK inhibitor	-10%	-5%	-2%	i	-1%	4%	-4%	5%	0%	-1%
JMJD2A Tudor	-13%	-18%	x	-4%	1.6µM*	-16%	-23%	25µM*	18%	3.2µM*
HP1b binding inh	-2%	19%	x	35%[57 µM]	u	5%	37%	79µM*	51%[activator][57 µM]	-50%
BAZ2B inh	-16%	-1%	x	-1%	u	17%	1%	u	22%	50µM*
G9a block	x	u	x	3%[59 µM]	16%[0.501 µM]	31%[activator][59 µM]	-4%[59 µM]	u	16%[59 µM]	10µM*

[41] CC1(C)CC(NC(=O)c2cc(S(=O)(=O)N3CCOCC3)c(Cl)cc2Cl)CC(C)(C)N1
[42] Cc1onc(-c2ccccc2)c1C(=O)OCC(=O)N(CC(C)C)c1c(N)n(Cc2ccccc2)c(=O)[nH]c1=O
[43] CCOC(=O)[C@H](C)N1[C@H](C)[C@H](c2ccccc2)Oc2ccc(Cl)cc2S1(=O)=O
[44] CCN(CC)c1ccc(NC(=O)COC(=O)CCC(=O)c2ccc(F)cc2)cc1
[45] CCOC(=O)C1=C(CS(=O)(=O)c2ccc(F)c(C)c2)NC(=O)NC1c1ccc(F)c(F)c1 (stereo not given)

compound no.	41	42	43	44	45
Pol eta inh	5%	2%	-2%	-12%	-15%
GLS inhibitor	-8%	1%	-5%	60%[activator]	4%
PI4K2A block	0	-2	-1	-3	3
Pin1 inhibitor	-1%	-4%	5%	u	5%
PGK inhibitor	0%	-2%	-1%	-1%	i
JMJD2A Tudor	-1%	-11%	-14%	-35%	-25%
HP1b binding inh	35%	18%	35%	-21%	14%
BAZ2B inh	50µM*	13%	x	u	-6%
G9a block	8%[0.501 µM]	-2%[12.7 µM]	x	1.6µM*	4%[59 µM]
